a7 integrin act: qHTS for Activators of Integrin-Mediated Alleviation for Muscular Dystrophy. alpha7betagal myoblasts, beta-gal FDG fluorescence, 48 h. Potency, µM (titrated, usually from 38.3 µM), inactives show at the highest dose activation, most hits filed as activators. actives 0.064% (n = 350,000). AID 624291, 2012;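 note: potency is the fitted concentration of half-maximal effect; 100% = response of the positive control SU9516; nearly all actives have a fitted effect of over 60% in size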
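alpha7betagal+/- myoblasts (passage 13, 250/well) treated 48 h at 37C with compounds at 1:260 dilution of DMSO stock. Lysed, then beta-galactosidase activity read as FDG fluorescence (ex 480/em 540) after 30 min, with pre-read for autofluorescence.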
Menin MLL FP TR: qHTS Assay for Inhibitors Targeting the Menin-MLL Interaction in MLL Related Leukemias: Competition With Texas Red Labeled MLL-derived Mutant Peptide. Menin + Texas Red MLL mutant peptide, fluorescence polarization. Potency, µM (doses to about 61.6 µM), for inactives: at the top dose FP activity change, negative = inhibition, usual class: inhibitors. actives 0.23% (n = 270,000); active = well fitted inhibition curve with a large enough effect in the polarisation, with a control signal flat, not every such curve was filed as active; inconclusive = small, poorly fitted or top-dose-only effect, or effect the other way, or a change in a side signal; inactive = no such curve, though single readings can be large or run the other way; the % refers to the polarisation; note: potency is the fitted concentration of half-maximal effect; % of control where 0% means no effect; many of its hits are not listed in these tables
TSG101-PTAP inh: qHTS Assay for Iinhibitors of HIV-1 Budding by Blocking the Interaction of PTAP/TSG101 | Fluorescence polarization, FITC-PTAP peptide / Tsg101 binding | Potency, µM (doses to about 115 µM), without a hit: at the highest dose activity change, negative = inhibition, usual class: inhibitors | 340,000 tested, under 10 active | AID 493005, 2010; active = well fitted inhibition curve with a large enough effect in the main read-out, with a control signal flat, not every such curve was filed as active; inconclusive = small, poorly fitted or top-dose-only effect, or effect the other way, or a change in a side signal; inactive = no such curve, though single readings can be large or run the other way; note: potency is the fitted concentration of half-maximal effect; % of control where 0% means no effect
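FP read-out: FITC-PTAP peptide, 50 nM final, binding Tsg101 binding domain, 10 uM final; 20 min, r.t.; 10 mM HEPES pH 7.5, 0.15 M NaCl, 0.01% Tween 20, 3 mM EDTA, 0.1 mM TCEP.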
Mito fusion act: qHTS Assay for Small Molecule Inhibitors of Mitochondrial Division or Activators of Mitochondrial Fusion; S. cerevisiae fusion-defective mutant growth rescue, CellTiterGlo 48 h; Potency, µM (titrated, usually from 46.1 µM), inactives show top-dose growth rescue (activation), most hits filed as activators; actives 0.23% (n = 320,000); AID 485298, 2010;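 note: potency is the fitted concentration of half-maximal effect; % of control where 0% means no effect; nearly all actives have a fitted effect of over 45% in size; temperature-sensitive fusion mutants such as fzo1-1 at 37 °C on non-fermentable ethanol glycerol medium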
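Compounds are tested for their ability to restore growth of mitochondrial fusion-defective yeast strains at non-permissive 37C in YPEG medium over 48 hours. Viability is quantified by luciferase luminescence.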
A-T KAP1 phos: qHTS Assay for Identifying a Potential Treatment of Ataxia-Telangiectasia; […] A-T fibroblasts, KAP-1 phosphorylation AlphaLISA; neocarzinostatin DNA damage 30 min before lysis; Potency, µM (titrated, usually from 57.5 µM), without a hit: top-dose activation, usual class: activators; actives 0.19% (n = 320,000); AID 485349, 2010; note: potency is the fitted concentration of half-maximal effect; % of control where 0% means no effect; nearly all actives have a fitted effect of over 45% in size
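hTERT-immortalized A-T patient fibroblasts ([…]), 500 cells/well in OPTI-MEM, 1% FBS, got compounds for 60 min, then NCS for 30 min at 37C. Lysates were then assayed for phospho-KAP-1 by AlphaLISA (anti-pKAP1 donor, anti-KAP1 acceptor beads), 6 hr at 25C.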
MLL CXXC-DNA inh: qHTS Fluorescence Polarization Assay for Inhibitors of MLL CXXC domain - DNA interaction; MLL-CXXC / FITC-HOXA9 DNA fluorescence polarization; actives 0.037% (n = 290,000); Potency, µM (doses to about 115 µM), for inactives: top-dose activity change, negative = inhibition, hits mostly inhibitors; Histone-lysine N-methyltransferase 2A (Homo sapiens), Q03164; active = well fitted inhibition curve with a large enough effect in the polarisation, with a control signal flat, not every such curve was filed as active; inconclusive = small, poorly fitted or top-dose-only effect, or effect the other way, or a change in a side signal; inactive = no such curve, though single readings can be large or run the other way; the % refers to the polarisation; note: potency is the fitted concentration of half-maximal effect
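Purified MLL-CXXC (added from a 7 uM solution) was preincubated 5 min at ambient with pinned compounds in 50 mM Tris-HCl pH 7.5, 50 mM NaCl, 1 mM DTT, 0.05% BSA. Fluorescein-labeled HOX-A9 DNA (50 nM solution) followed, 30 min, then polarization read.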
MBNL1 CUG block: qHTS Assay for Inhibitors of MBNL1-poly(CUG) RNA binding. Muscleblind-like protein 1 (Homo sapiens), Q9NR56. TR-FRET MBNL1-His/biotin-(CUG)12 binding, 665/545 ratio. Potency, µM (series often up to 57.5 µM), for the others: at the highest dose activity change, negative = inhibition, most hits filed as inhibitors. actives 0.036% (n = 280,000); active = well fitted inhibition curve with a large enough effect in the signal ratio, with a control signal flat, not every such curve was filed as active; inconclusive = small, poorly fitted or top-dose-only effect, or effect the other way, or a change in a side signal; inactive = no such curve, though single readings can be large or run the other way; the % refers to the signal ratio; note: potency is the fitted concentration of half-maximal effect; % is set by controls: 0 for no effect and ±100 for the full control effect
Target sequence (Q9NR56 whole entry, looked up): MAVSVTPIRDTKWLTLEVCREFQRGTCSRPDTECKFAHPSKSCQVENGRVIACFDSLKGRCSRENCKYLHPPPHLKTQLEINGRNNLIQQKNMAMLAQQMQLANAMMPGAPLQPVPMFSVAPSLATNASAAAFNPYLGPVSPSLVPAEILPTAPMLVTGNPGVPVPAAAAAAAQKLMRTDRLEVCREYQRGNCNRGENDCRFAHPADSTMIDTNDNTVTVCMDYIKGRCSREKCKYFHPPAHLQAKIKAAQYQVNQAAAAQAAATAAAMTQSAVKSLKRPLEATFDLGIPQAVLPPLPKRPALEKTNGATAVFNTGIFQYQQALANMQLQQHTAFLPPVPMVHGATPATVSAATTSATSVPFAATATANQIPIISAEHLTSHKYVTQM
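Compound titration spanned 92 nM–58 uM against the MBNL1-His/biotin-(CUG)12 complex. After 60 min at room temperature with 5 nM streptavidin-XL665 and 0.055 ng/ul terbium anti-His, ratiometric 665/545 nm emission (Ex 340 nm) normalized to controls.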
TSHR antagonist: Antagonists of the Thyroid Stimulating Hormone Receptor: HTS campaign | AID 504810, 2011 | Thyrotropin receptor (Homo sapiens), P16473 | TSHR-expressing cells, TSH-stimulated cAMP HTRF, 2 h; hits give low values | activity change, negative = inhibition, % at 11.5 µM | actives 0.2% (n = 330,000);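 active = activity change below a set negative limit, meaning inhibition stronger than a set level, cut at about -70% in these data; inconclusive = activity change between two set negative limits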; note: % is set by controls: 0 for no effect and ±100 for the full control effect
Target sequence (P16473 whole entry, looked up): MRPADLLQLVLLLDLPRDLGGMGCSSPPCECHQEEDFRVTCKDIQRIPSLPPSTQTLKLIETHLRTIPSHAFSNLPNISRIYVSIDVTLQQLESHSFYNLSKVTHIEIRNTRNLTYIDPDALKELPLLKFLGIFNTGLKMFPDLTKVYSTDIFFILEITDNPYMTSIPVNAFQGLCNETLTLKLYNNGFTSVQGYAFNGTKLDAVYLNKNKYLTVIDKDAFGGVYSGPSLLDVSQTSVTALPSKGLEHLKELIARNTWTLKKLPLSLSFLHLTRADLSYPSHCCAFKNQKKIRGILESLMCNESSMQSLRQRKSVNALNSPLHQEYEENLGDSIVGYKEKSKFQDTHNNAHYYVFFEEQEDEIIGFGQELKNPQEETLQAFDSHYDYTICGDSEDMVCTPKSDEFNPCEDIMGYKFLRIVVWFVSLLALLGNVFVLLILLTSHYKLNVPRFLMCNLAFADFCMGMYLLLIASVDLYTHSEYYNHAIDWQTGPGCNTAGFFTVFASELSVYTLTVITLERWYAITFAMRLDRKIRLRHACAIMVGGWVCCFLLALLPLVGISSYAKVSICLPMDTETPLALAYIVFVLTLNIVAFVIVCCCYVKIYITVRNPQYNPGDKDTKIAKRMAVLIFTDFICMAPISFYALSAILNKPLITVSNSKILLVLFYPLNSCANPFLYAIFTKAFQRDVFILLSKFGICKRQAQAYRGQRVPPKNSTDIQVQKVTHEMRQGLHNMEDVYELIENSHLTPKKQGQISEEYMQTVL
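TSHR-expressing cells, 200/well, pre-treated with compound, then stimulated with EC80 TSH (4nM final) for 2 hours at 37 deg C. cAMP measured by competitive HTRF: anti-cAMP cryptate antibody in lysis buffer plus cAMP-d2, read after 30 minutes at room temperature.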
TCR activator: Activators of T cell receptors: qHTS campaign. primary human leukocytes, anti-CD3, IL-2 HTRF, 48 h. Potency, µM (highest dose often 9.22 µM), without a hit: at the top dose activation of IL-2 secretion, actives largely listed as activators. 330,000 tested, under 10 active. AID 504894, 2011; note: % of control where 0% means no effect
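HTRF read-out of IL-2 secretion: europium cryptate donor excited at 320nm, d2 acceptor emission at 665nm. Cells were primary human leukocytes incubated 48 hr with compounds and a-CD3 beads, supplying TCR signal only.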
ASM inhibitor: Inhibitors of Secretory Acid Sphingomyelinase (S-ASM): qHTS. Potency, µM (series often up to 57.5 µM), for inactives: top-dose activity change, negative = inhibition, most hits filed as inhibitors. Sphingomyelin phosphodiesterase (Homo sapiens), P17405. actives 0.006% (n = 340,000). placental ASM, HMU-PC fluorogenic substrate, 60 min; note: potency is the fitted concentration of half-maximal effect
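Fluorescence read-out (Ex 386 nm, Em 447 nm) after stopping the reaction at pH 10. Enzyme: ASM from human placenta; substrate HMU-PC0, 9 uM final; 60 min, 37 °C. Compound preincubation 10 min, ambient temperature.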
Active calls of the source: *; ? = inconclusive; / = not tested or not shown; [ ] = another dose, or the depositor's remark. Unless noted, calls come from the whole dose curve; as a rule, active = well fitted curve in the direction sought with a large enough effect; inconclusive = small, poorly fitted or top-dose-only effect, or another doubt; inactive = no such curve, though single readings can be large; an effect the other way counts as inactive or inconclusive. This is a subset (hit frequency here may not be typical).

SMILES	a7 integrin act	Menin MLL FP TR	TSG101-PTAP inh	Mito fusion act	A-T KAP1 phos	MLL CXXC-DNA inh	MBNL1 CUG block	TSHR antagonist	TCR activator	ASM inhibitor
CCOc1ccc(CCNC(=O)CCNC(=O)c2ccccc2Cl)cc1OCC	1%	/	0%	-2%	2%	29%	0%	3	9%	-2%
COC(=O)c1ccc(/C=N/NC(=O)C2CC(=O)N(c3ccc(OC)cc3)C2)cc1 (centres undefined)	9%	?	/	1%	-2%	-2%	12%	22	2%	-1%
CC1CN(C(=O)CCC(=O)NC2CCCCC2)c2ccccc2S1 (centres undefined)	12%	-21%	-3%	8%	-11%	/	2%	20	6%	3%
c1ccc(C2NCCn3cccc32)cc1 (centres undefined)	-2%	-21%	-5%	-9%	0%	-5%	5%	7	1%	0%
COc1ccccc1C1C2=C(CC(C)(C)CC2=O)Nc2nnnn21 (centres undefined)	-1%	-1%	-5%	-2%	-2%	-1%	-16%	-15	1%[46.1 µM]	37%[activator]
CC1(NC(=O)N2CCOCC2)CCS(=O)(=O)C1 (centres undefined)	-16%	17%	-6%	-2%	-1%	2%	22%	-11	9%	-4%
Cc1ccccc1NC(=O)Cn1nnc(-c2ccc(N3CCOCC3)cc2)n1	-19%	29%	-7%	1%	1%	-9%	4%	34	-44%	-2%
COCC(C)n1c(C)cc(C(=O)CN2C(=O)NC3(CCCCC3C)C2=O)c1C (centres undefined)	-8%	-12%	-6%	-1%	3%	2%	-6%	7	5%	-1%
Cc1cc(/C(N)=N/OC(=O)Nc2cccc(C(F)(F)F)c2)no1	4%	/	0%	8%	-4%	-3%	-12%	23	1%	1%
COc1ccc(N2CCN(c3nc4c(c(=O)[nH]c(=O)n4C)n3Cc3cccc(C)c3)CC2)cc1	21%	-15%	-4%	27%	14%	-5%	-14%	-6	-5%	-19%
COc1ccc(S(=O)(=O)Nc2cccc(/C=C/C(=O)O)c2)cc1	-13%	10%	0%	3%	-3%	-2%	-13%	4	4%[46.1 µM]	-1%
CCC(Oc1ccc(C)cc1)C(=O)Nc1ccc2c(c1)n(C)c(=O)n2C (centres undefined)	-24%	-17%	-2%	0%	-8%	-3%	-4%	1	4%	-3%
Clc1cccc(-c2nnc(SC/C=C/c3ccccc3)n2Cc2ccco2)c1	-17%	-18%	-4%	26%	-1%	2%	-2%	-5	1%	-2%
Cc1cccc(-c2cc3c(N=O)c4ccccc4c-3n[nH]2)c1	-45%	7%	1%	-1%	0%	9%	8%	-29	-5%	4%
O=C(Nc1ccc(NC(=O)c2sc3ccccc3c2Cl)cc1Cl)c1ccco1	-34%[inhibitor]	-24%	/	2%	6%	42%[activator]	1%	8	/	9%
CC(C)N1C(=O)CCC1C(=O)NCc1cccs1 (centres undefined)	-22%	3%	0%	-33%[inhibitor]	-3%	-3%	-12%	10	3%	4%
COC(=O)C1C(O)=CC(=O)CC1C (centres undefined)	2%	-5%	-10%	-2%	7%	1%	-4%	22	-3%[46.1 µM]	2%
CCn1ncc(Br)c1C(=O)Nc1sc2c(c1C(=O)OC)CCC2	-5%	/	-2%	/	/	/	/	/	1%	2%
N=C1C(c2ccccc2)=C(O)CN1c1ccccc1N1CCOCC1	-14%	-2%	-5%	0%	2%	0%	0%	-1	1%	3%
COc1ccc(/C=N/N=C2\SCC(=O)N2c2c(C)n(C)n(-c3ccccc3)c2=O)cc1OC	8%	5%	-3%	-6%	7%	-1%	14%	1	2%[46.1 µM]	1%
CC(=O)c1cnc2cc(-c3ccccc3)nn2c1C	19%	16%	3%	0%	1%	4%	-5%	-1	1%	13%
Cc1ccc(Cl)cc1NC(=O)c1cc2ccccc2cc1O	-56%[inhibitor]	/	-3%	3%	0%	2%	10%	?	-4%	-3%
CCOc1cc(CNCCO)c(Cl)cc1OCC(=O)NCCc1ccccc1	-7%	-9%	-7%	-1%	-2%	-3%	-2%	6	6%	-2%
Cc1ccc(OC(=O)c2cc3ccccc3o2)cc1	15%	-17%	-3%	3%	3%	8%	4%	2	-4%	-5%
Cc1cc(N2C(=O)C3C4CCC(C4)C3C2=O)no1 (centres undefined)	?	25%	-3%	-2%	1%	3%	6%	-9	11%	7%

(cont.)
SMILES	a7 integrin act	Menin MLL FP TR	TSG101-PTAP inh	Mito fusion act	A-T KAP1 phos	MLL CXXC-DNA inh	MBNL1 CUG block	TSHR antagonist	TCR activator	ASM inhibitor
COc1ccccc1NC(=O)c1ccc2c(=O)n3c(nc2c1)CCC3	14%	/	-1%	3%	2%	/	/	2	6%	0%
COc1ccccc1OCc1nnc(SCC(N)=O)n1-c1ccccc1	-1%	12%	-5%	3%	12%	-3%	-10%	10	-2%	4%
CC(C)(C)OC(=O)N(Cc1ccccc1)Cc1ccccc1OCc1cccc(NC(=O)C2CC2)c1	-16%	/	0%	/	/	/	/	/	1%	1%
CCC(C)C(NC=C1C(=O)OC(C)(C)OC1=O)C(=O)O (centres undefined)	0%[7.66 µM]	0%	-1%	-3%	2%	-5%	1%	-7	/	3%
CC(C)CCN1CCN(Cc2ccc(C#CC(C)(C)O)s2)CC1CCO (centres undefined)	-12%	-24%	2%	3%	7%	7%	7%	7	1%	-1%
CCN(c1ccccc1)S(=O)(=O)c1ccc(C(=O)Nc2ccncc2)cc1	-1%	/	-1%	5%	8%	/	/	-13	2%	-3%
CCC(C)NCCOCCOc1ccc(Br)cc1C (centres undefined)	-45%[inhibitor]	-14%	1%	8%	5%	12%	-11%	24	-2%[46.1 µM]	-1%
O=C(COCc1cc(-c2ccc3c(c2)OCO3)on1)Nc1cccnc1Cl	5%	/	-1%	-7%	-3%	-1%	1%	14	-8%	0%
CCC(C(=O)NC1CCCC1)N(C(=O)Cn1nnc(-c2cccs2)n1)c1cnc2ccccc2c1 (centres undefined)	4%	-20%	-4%	-6%	-4%	3%	-3%	2	/	-2%
Cc1cccc(Oc2coc3cc(OC(=O)c4cccs4)ccc3c2=O)c1	2%	-10%	1%	0%	0%	198%[activator]	0%	-5	-5%	2%
O=C(c1ccc2c(c1)OCO2)N1CCc2ccccc2C1	-10%[7.66 µM]	-8%	-6%	-2%	23%	8%	12%	-1	/	3%
O=C(c1c(Cl)nc2sccn12)N1CCCc2ccccc21	-5%	-9%	-5%	2%	-7%	0%	4%	-18	-13%	2%
Cc1ccccc1N(CC(=O)NC1CCCCC1)C(=O)CNC(=O)c1cccs1	?	-30%	1%	3%	16%	-3%	-8%	15	5%	-5%
CCc1c(C(=O)N/N=C/c2ccsc2)csc1C	-6%	2%	-5%	-19%	-2%	11%	8%[11.5 µM]	-2	1%[46.1 µM]	2%
COc1cccc(N2CCN(C(=O)c3ccc(=O)oc3)CC2C)c1 (centres undefined)	32%	0%[11.7 µM]	-8%	-4%	16%	-14%	?	26	1%	15%
CCC(=O)N1CCN=C1SCc1ccccc1	0%	-3%	-1%	6%	17%	-4%	-2%	4	3%	-2%
COc1ccc(/C=N/NC(=O)COc2cc(C)cc(C)c2)cc1COC(C)=O	4%	-4%	-1%	-18%	7%	-8%	-5%[11.5 µM]	-4	-4%[46.1 µM]	-2%
Cc1cc(C)n(-c2ccc(C(=O)OCC(=O)c3c(N)n(C)c(=O)n(C)c3=O)cc2)n1	12%	-10%	-5%	-7%	15%	-12%	-4%	-11	2%	-2%
CCC(c1nnc(SCC(=O)Nc2ccc(Cl)cc2C(F)(F)F)n1C1CCCCC1)N(C)C (centres undefined)	-7%	?	-1%	4%	-9%	4%	9%	12	-7%[46.1 µM]	5%
CN(CC(=O)Nc1ccc(Cl)c(Cl)c1)C(=O)CNC(=O)Cc1ccccc1	5%	/	2%	-2%	1%	/	/	-5	2%	-1%
Cc1cccc(-c2cc3nc4c(c(NCc5ccco5)n3n2)CCCC4)c1	-39%	5%	0%	-11%	9%	-5%	-1%	0	/	-24%

Source: PubChem BioAssay
